Source: PubChem (National Center for Advancing Translational Sciences (NCATS))
GAA glycogen mod = GAA glycogen-cleavage inhibition or activation; P10253; recombinant GAA, glycogen substrate, Amplex Red glucose oxidase fluorescence; Potency, µM (titrated, usually from 76.4 µM), for the others: at the top dose activity change, negative = inhibition, actives largely listed as inhibitors; actives 0.38% (n = 300,000); AID 2100;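 also: potency is read from the fitted curve at half-maximal effect; 0% = full enzyme reaction and -100% = no-enzyme basal signal; the screen sought inhibitors and activators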
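qHTS, 1536-well; enzyme 4 nM final; cpd up to 77 uM; substrate bovine liver glycogen 30 ug; 50 mM citrate/phosphate pH 5.0, 0.01% Tween-20; 37 C, 40 min; Amplex Red detection 45 min RT; Hill fit → AC50.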
LMNA splice mod = changes lamin A minigene splicing in HeLa cells; HeLa LMNA splicing GFP/RFP minigene ratio, 48 h; Potency, µM (series often up to 46.1 µM), inactives show at the top dose ratio change, negative = inhibition, usual class: inhibitors; actives 0.01% (n = 200,000); AID 1487; active = well fitted inhibition curve with a large enough effect in the signal ratio, with a control signal flat, not every such curve was filed as active; inconclusive = small, poorly fitted or top-dose-only effect, or effect the other way, or a change in a side signal; the % refers to the signal ratio; also: potency is read from the fitted curve at half-maximal effect; % is scaled to controls: 0 for no effect and ±100 for the full control effect
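S3 HeLa cells stably expressing lamin A-EGFP splicing minigene plus DsRed2, 600 cells/well, 48 h compound exposure at 37C. Laser-scanning cytometry; analysed as GFP (500-530 nm)/RFP (575-640 nm) total intensity ratio; 0.5% DMSO vehicle.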
CBFb RUNX1 block = inhibitors of human CBF-beta and RUNX1 interaction. AlphaScreen CBFb-His/RUNX1-biotin binding, biochemical. Potency, µM (titrated, usually from 59.8 µM), for the others: at the top dose activity, negative = inhibition, most hits filed as inhibitors. 230,000 tested, under 10 active; also: % of control where 0% means no effect
Target sequence (Q01196 whole entry, looked up): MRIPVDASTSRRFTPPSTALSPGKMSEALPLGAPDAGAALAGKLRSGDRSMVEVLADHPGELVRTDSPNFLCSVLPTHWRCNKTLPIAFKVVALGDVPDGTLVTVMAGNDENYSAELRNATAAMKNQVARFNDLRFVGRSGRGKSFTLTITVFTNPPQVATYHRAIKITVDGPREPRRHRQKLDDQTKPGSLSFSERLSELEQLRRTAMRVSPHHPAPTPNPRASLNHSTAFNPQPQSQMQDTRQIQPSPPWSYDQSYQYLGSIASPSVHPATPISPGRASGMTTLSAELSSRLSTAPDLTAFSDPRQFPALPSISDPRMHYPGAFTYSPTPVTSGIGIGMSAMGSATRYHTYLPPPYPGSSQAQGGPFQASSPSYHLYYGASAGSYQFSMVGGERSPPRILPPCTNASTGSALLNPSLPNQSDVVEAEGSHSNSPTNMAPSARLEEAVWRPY
Target sequence (Q13951 whole entry, looked up): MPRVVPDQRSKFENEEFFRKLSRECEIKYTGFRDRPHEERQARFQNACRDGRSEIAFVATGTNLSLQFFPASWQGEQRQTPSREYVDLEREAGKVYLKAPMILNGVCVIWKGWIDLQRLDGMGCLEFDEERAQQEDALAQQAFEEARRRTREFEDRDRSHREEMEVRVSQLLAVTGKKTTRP
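Room-temperature protein-protein interaction test with 30 nM each of His-tagged CBF-beta and biotinylated RUNX1, 15 min with compound, then 90 min with nickel plus streptavidin beads. Signal read in AlphaScreen mode.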
HTT aggregate = inhibitors of mutant huntingtin aggregate formation in PC12 cells; PC12 HttQ103-GFP aggregates, Acumen cytometry, 40 h; Potency, µM (doses to about 46.1 µM), without a hit: at the highest dose activity change, negative = inhibition, actives largely listed as inhibitors; actives 1.1% (n = 220,000); also: potency is read from the fitted curve at half-maximal effect; % is scaled to controls: 0 for no effect and ±100 for the full control effect; nearly all actives have a fitted effect of over 60% in size
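Multiplexed with ATP-based cell death, this channel scores GFP aggregates in PC12 cells expressing inducible HTTex1-Q103-GFP. Induction used 100 nM tebufenozide; compounds were tested in concentration series.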
HTT cytoprotect = protects HTT-Q103 PC12 cells, measured by ATP; PC12 HTT-Q103 induced, cytoprotection, ATP luminescence, 40 h; Potency, µM (highest dose often 56.4 µM), for the others: cytoprotection (ATP increase), actives largely listed as activators; actives 0.14% (n = 230,000); AID 1471;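 also: potency is read from the fitted curve at half-maximal effect; % of control where 0% means no effect; nearly all actives have a fitted effect of over 45% in size; toxic huntingtin expression switched on by the ecdysone agonist tebufenozide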
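Compounds added alongside 100 nM tebufenozide, which induces toxic Q103 huntingtin exon 1-GFP in stable PC12 cells; surviving cells quantified by luminescent ATP measurement. Medium: phenol red-free DMEM, 5% equine and 5% calf serum.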
aGlu spleen mod = lysosomal alpha-glucosidase (human) modulation; P10253; human spleen homogenate, 4-MU-alpha-glucoside fluorescence; Potency, µM (titrated, usually from 79.9 µM), without a hit: at the highest dose activity change, negative = inhibition, usual class: inhibitors; actives 0.006% (n = 240,000); AID 2112;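 also: potency is read from the fitted curve at half-maximal effect; 0% = enzyme with vehicle and -100% = no enzyme basal signal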
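Enzyme source: human spleen homogenate, 1 ug/well. Buffer 50 mM citric acid/K phosphate pH 5.0, 0.01% Tween-20. 4-MU-alpha-glucoside 1 mM; 37 C x 40 min; NaOH/glycine stop; fluorescence.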
GAA inhib = blocks human lysosomal alpha-glucosidase | Potency, µM (series often up to 76.9 µM), for the others: at the top dose activity change, negative = inhibition, usual class: inhibitors | actives 0.005% (n = 200,000) | purified human GAA, 4-MU-alpha-glucoside fluorescence | P10253;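 also: potency is read from the fitted curve at half-maximal effect; plate controls were uninhibited enzyme wells for no effect and no-enzyme background for full effect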
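Fluorescence at Ex 365/Em 440 nm from 4-methylumbelliferone reported enzyme activity after 20 min at room temperature. Reactions used 4 nM enzyme and 400 uM substrate at pH 5.0; curves fitted with the Hill equation.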
Numbers without * were called inactive; & = joins results of further samples; [ ] = remark or other dose. Unless noted, calls follow the shape of the dose curve; as a rule, active = well fitted curve in the direction sought with a large enough effect; inconclusive = small, poorly fitted or top-dose-only effect, or another doubt; inactive = no such curve, though single readings can be large; an effect the other way counts as inactive or inconclusive.

`COc1ccc2c(c1)cc(C)c1nnc(SCC(=O)N(C)c3nc(-c4ccccc4)cs3)n12` gave GAA glycogen mod 5.5%, LMNA splice mod 3.7%, CBFb RUNX1 block 1.9%, HTT aggregate 21.8%, HTT cytoprotect 6.0%, aGlu spleen mod -0.6% and GAA inhib 1.8%.
`COc1ccc(NC2CC(=O)NC2=O)cc1` (centres undefined) gave GAA glycogen mod 11.2µM*, LMNA splice mod 6.9%, CBFb RUNX1 block -2.0%, HTT aggregate 7.5%, HTT cytoprotect 4.9%, aGlu spleen mod -0.9% and GAA inhib -4.0%.
For CCOc1ccc(C(=O)COc2ccc(NC(C)=O)cc2)cc1 the results were GAA glycogen mod 6.4%, LMNA splice mod -3.3%, CBFb RUNX1 block -2.9%, HTT aggregate 15.5%, HTT cytoprotect -49.3%[inhibitor][10 µM], aGlu spleen mod 1.4% and GAA inhib -10.4%.
Cc1cc(C(=O)N/N=C/C=C/c2ccccc2)c(C)o1 was read as GAA glycogen mod 5.6%, LMNA splice mod -9.5%, CBFb RUNX1 block -3.7%, HTT aggregate -18.6%, HTT cytoprotect 19.2%[10 µM], aGlu spleen mod -2.9% and GAA inhib 1.4%.
COc1ccc(C2/C=C\CN(C(=O)C3CCCC3)CC(=O)N2Cc2ccc(F)cc2)cc1 (centres undefined) was read as GAA glycogen mod -8.8%, CBFb RUNX1 block 3.3%&14.1%, HTT aggregate 15.6%[9.22 µM], HTT cytoprotect -8.3%[10 µM] and aGlu spleen mod 1.0%&-3.4%.
Screening CCOCCCNC(=O)C(c1ccccc1)N(Cc1ccc2c(c1)OCO2)C(=O)CNC(C)=O (centres undefined) returned GAA glycogen mod 2.6%, LMNA splice mod -8.5%, CBFb RUNX1 block 12.0%, HTT aggregate -7.9%, HTT cytoprotect -4.7%[10 µM], aGlu spleen mod -2.8% and GAA inhib 7.2%.
Screening Cc1cc(NC(=O)CSc2nc3c([nH]c4ccccc43)c(=O)n2-c2cccc(C(F)(F)F)c2)no1 returned GAA glycogen mod -0.6%, LMNA splice mod -14.5%, CBFb RUNX1 block 2.0%, HTT aggregate 2.0%, HTT cytoprotect 8.8%[10 µM], aGlu spleen mod -11.0% and GAA inhib 1.3%.
`Clc1cnc(N/N=C/c2ccco2)c(Cl)c1` gave GAA glycogen mod 3.3%, LMNA splice mod -13.8%, CBFb RUNX1 block -4.7%, HTT aggregate 5.6%, HTT cytoprotect 5.7%[10 µM], aGlu spleen mod -10.1% and GAA inhib -3.9%.
`CCc1nc(N)nc2c1C(=O)CC(C)(C)C2` gave GAA glycogen mod -2.9%, LMNA splice mod 0.3%, CBFb RUNX1 block 5.2%, HTT aggregate -10.1%, HTT cytoprotect -8.4%[10 µM], aGlu spleen mod -12.8% and GAA inhib 2.6%.
`CCCc1cc2c(cc1NC(=O)c1ccco1)OCO2` gave GAA glycogen mod 15.3%, LMNA splice mod 9.8%[46 µM], CBFb RUNX1 block 3.1%, HTT aggregate -2.6%, HTT cytoprotect 38.5%[10 µM], aGlu spleen mod 8.5% and GAA inhib 2.1%.
`Cn1c(C(=O)N2CCN(C3CCCCC3)CC2)cc2c(=O)n(C)c3ccccc3c21` gave GAA glycogen mod 6.0%, LMNA splice mod -1.9%, CBFb RUNX1 block -3.6%, HTT aggregate 9.7%, HTT cytoprotect -14.8%, aGlu spleen mod 0.1% and GAA inhib -3.0%.
CN=c1scc(C)n1/N=C/c1ccc(O)c(O)c1O was read as GAA glycogen mod 11.2µM*, LMNA splice mod 9.4%, CBFb RUNX1 block inconclusive, HTT aggregate 12.8%, HTT cytoprotect -24.9%, aGlu spleen mod -14.3% and GAA inhib -13.6%.
For CCOC(=O)c1c(NC(=O)c2ccc(N3CCOCC3)c([N+](=O)[O-])c2)sc(C)c1C the results were GAA glycogen mod -2.9%, LMNA splice mod 3.5%[0.0737 µM], CBFb RUNX1 block -0.1%, HTT aggregate -1.5%, HTT cytoprotect -21.2%, aGlu spleen mod -3.0% and GAA inhib 14.0%.
`O=c1[nH]c2ccccc2n1CCCOc1ccccc1` gave GAA glycogen mod -3.6%, LMNA splice mod 9.0%, CBFb RUNX1 block 2.7%, HTT aggregate -11.2%, HTT cytoprotect -21.8%, aGlu spleen mod 1.6% and GAA inhib -4.9%.
For Cc1ccccc1C(=O)NC1CCN(C(=O)Nc2ccccc2Cl)CC1 the results were GAA glycogen mod 1.4%, CBFb RUNX1 block -21.6%, HTT aggregate -0.6%[9.22 µM], HTT cytoprotect -14.0%[10 µM], aGlu spleen mod 0.2% and GAA inhib inconclusive.
For O=C(Nc1nccs1)c1ccc(S(=O)(=O)N2CCOCC2)cc1 the results were GAA glycogen mod 5.5%, LMNA splice mod inconclusive, CBFb RUNX1 block 5.2%, HTT aggregate 6.3%[9.22 µM], HTT cytoprotect 16.0%[10 µM], aGlu spleen mod -0.8% and GAA inhib -12.2%.
O=C(OCc1cccc([N+](=O)[O-])c1)c1ccncc1 was read as GAA glycogen mod -9.4%, LMNA splice mod -2.3%[46 µM], CBFb RUNX1 block -3.4%, HTT aggregate -4.5%, HTT cytoprotect -17.8%, aGlu spleen mod -0.4% and GAA inhib inconclusive.
Screening COc1ccc(OC)c(C2C(C(=O)c3cccs3)=C(O)C(=O)N2c2cc(C)on2)c1 (centres undefined) returned GAA glycogen mod -5.1%, LMNA splice mod 24.3%, CBFb RUNX1 block 4.2%, HTT aggregate 11.0%, HTT cytoprotect -10.1%, aGlu spleen mod -10.2% and GAA inhib 1.2%.
Screening CCN(CC)C(=S)SCC(=O)c1ccc(Br)cc1 returned GAA glycogen mod -10.7%, LMNA splice mod inconclusive, CBFb RUNX1 block -10.8%, HTT aggregate -1.2%, aGlu spleen mod -5.3% and GAA inhib -1.5%.
O=c1[nH]c(N2CCOCC2)nc2ncn(Cc3ccccc3)c12 was read as GAA glycogen mod -22.2%, LMNA splice mod 5.3%, CBFb RUNX1 block 6.4%, HTT aggregate -6.0%, HTT cytoprotect inconclusive, aGlu spleen mod 1.1% and GAA inhib 4.0%.
For CCN1CCN(Cc2c(OC)ccc3ccccc23)CC1 the results were GAA glycogen mod 3.9%, LMNA splice mod 5.5%, CBFb RUNX1 block 7.0%, HTT aggregate 3.2%, HTT cytoprotect -22.9%[0.074 µM], aGlu spleen mod 6.4% and GAA inhib -2.0%.
For CCC(=O)NC(c1ccccc1)c1c(OC(C)=O)ccc2ccccc12 (centres undefined) the results were GAA glycogen mod -13.2%, LMNA splice mod -5.6%[46 µM], CBFb RUNX1 block 12.3%, HTT aggregate 7.2%[9.22 µM], HTT cytoprotect 15.5%[10 µM], aGlu spleen mod -1.3% and GAA inhib -0.7%.
Screening CC(C)OC(=O)c1c(NC(=O)c2ccco2)sc2c1CCCC2 returned GAA glycogen mod 0.1%, LMNA splice mod -6.4%, CBFb RUNX1 block 10.0%, HTT aggregate 1.1%, HTT cytoprotect -10.6%[10 µM], aGlu spleen mod -6.2% and GAA inhib 7.4%.
O=S(=O)(NC1c2cccc3cccc(c23)C1Sc1ncccn1)c1ccc(Cl)cc1 (centres undefined) was read as GAA glycogen mod 2.1%, LMNA splice mod 0.0%, CBFb RUNX1 block -0.4%, HTT aggregate inconclusive, HTT cytoprotect -84.5%[inhibitor][10 µM], aGlu spleen mod -3.9% and GAA inhib -7.8%.
CCOC(=O)N1CCN(S(=O)(=O)c2ccc(F)c(C(=O)Nc3ccc(C(C)C)cc3)c2)CC1 was read as GAA glycogen mod -2.5%, LMNA splice mod inconclusive, CBFb RUNX1 block 15.7%, HTT aggregate -9.6%, aGlu spleen mod -3.5% and GAA inhib -1.0%.
O=C(NCCCn1ccnc1)c1ccc(Cl)cc1[N+](=O)[O-] was read as GAA glycogen mod 2.9%, CBFb RUNX1 block -4.3%, HTT aggregate 7.8%, HTT cytoprotect -52.3%[inhibitor][10 µM], aGlu spleen mod 1.1% and GAA inhib 1.6%.
`CCOc1cc(NC(=O)c2cnccn2)c(OCC)cc1NC(=O)c1cccc(F)c1` gave GAA glycogen mod 16.7%, LMNA splice mod 13.9%[46 µM], CBFb RUNX1 block -0.6%, HTT aggregate 12.7%[9.22 µM], HTT cytoprotect 21.7%[10 µM], aGlu spleen mod -2.3% and GAA inhib 4.3%.
For CCOC(=O)c1c(C)[nH]c(C(=O)CSc2nnnn2-c2ccccc2)c1C the results were GAA glycogen mod 3.7%, LMNA splice mod 0.2%, CBFb RUNX1 block -2.6%, HTT aggregate 3.3%, HTT cytoprotect 4.3%[10 µM], aGlu spleen mod -10.0% and GAA inhib 1.6%.
For Cc1cc2c(N)cccc2nn1 the results were GAA glycogen mod -7.3%, LMNA splice mod 10.5%, CBFb RUNX1 block -14.5%, HTT aggregate 15.6%, HTT cytoprotect -9.8%, aGlu spleen mod -7.4% and GAA inhib -0.7%.
Screening O=C(NCCOc1ccccc1)C1CCCN1C(=O)c1cccs1 (centres undefined) returned GAA glycogen mod 8.6%, LMNA splice mod 5.5%, CBFb RUNX1 block 5.6%, HTT aggregate 10.3%, HTT cytoprotect 17.9%[10 µM], aGlu spleen mod 1.2% and GAA inhib -14.0%.
For N#CCC(=O)N/N=C/c1cc(-c2ccccc2)n(-c2ccc(Cl)cc2)c1-c1ccccc1 the results were GAA glycogen mod 18.0%, CBFb RUNX1 block 10.0%, HTT aggregate 6.2%, aGlu spleen mod -3.3% and GAA inhib -10.6%.
Screening CCOC(=O)C1CCCN(C(=O)CCc2ccccc2)C1 (centres undefined) returned GAA glycogen mod -16.7%, LMNA splice mod -8.4%, CBFb RUNX1 block -1.5%, HTT aggregate -5.0%, HTT cytoprotect -2.7%[10 µM], aGlu spleen mod 5.9% and GAA inhib 2.2%.

Fetched by structure from the entries so far, 2 records:
For N#CCC(=O)N/N=C/c1cc(-c2ccccc2)n(-c2ccc(Cl)cc2)c1-c1ccccc1 the results were GAA glycogen mod 18.0%, CBFb RUNX1 block 10.0%, HTT aggregate 6.2%, aGlu spleen mod -3.3% and GAA inhib -10.6%.
`CCOc1cc(NC(=O)c2cnccn2)c(OCC)cc1NC(=O)c1cccc(F)c1` gave GAA glycogen mod 16.7%, LMNA splice mod 13.9%[46 µM], CBFb RUNX1 block -0.6%, HTT aggregate 12.7%[9.22 µM], HTT cytoprotect 21.7%[10 µM], aGlu spleen mod -2.3% and GAA inhib 4.3%.
